High-throughput results deposited in PubChem by National Center for Advancing Translational Sciences (NCATS).
FUS yeast rescue = qHTS for Suppressors of FUS Proteinopathy: Primary screen using FUS-linked yeast assay. S. cerevisiae FUS-expressing, growth rescue, OD600, 24 h. Potency, µM (titrated, usually from 76.6 µM), for inactives: top-dose growth rescue (activation), usual class: activators. 390,000 tested, 0.24% active;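 note: potency is the fitted concentration of half-maximal effect; plate controls were DMSO vehicle for no effect and reference control for full effect; nearly all actives have a fitted effect of over 55% in size; some results filed as inactive show a strong effect at the top dose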
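Yeast FUS proteinopathy model; galactose-induced FUS (2%), starting OD 0.005. Cpds in dilution series, 24hr, 30C, 99% humidity. Abs 600 nm growth. Pos ctrl CP55940 (top 92uM final); neg ctrl DMSO.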
D3 antag = qHTS of D3 Dopamine Receptor Antagonist: qHTS; D(3) dopamine receptor (Homo sapiens), P35462; D3R cells, DiscoveRx beta-arrestin luminescence, antagonist mode; hits give low values; max response, negative = inhibition, %; 360,000 tested, 2.5% active; in the data active = max response below about -50%; inconclusive = no clear call, values can overlap the other calls; note: % is set by controls: 0 for no effect and ±100 for the full control effect; mostly tested at two doses, the higher about 12 µM
Target sequence (P35462 whole entry, looked up): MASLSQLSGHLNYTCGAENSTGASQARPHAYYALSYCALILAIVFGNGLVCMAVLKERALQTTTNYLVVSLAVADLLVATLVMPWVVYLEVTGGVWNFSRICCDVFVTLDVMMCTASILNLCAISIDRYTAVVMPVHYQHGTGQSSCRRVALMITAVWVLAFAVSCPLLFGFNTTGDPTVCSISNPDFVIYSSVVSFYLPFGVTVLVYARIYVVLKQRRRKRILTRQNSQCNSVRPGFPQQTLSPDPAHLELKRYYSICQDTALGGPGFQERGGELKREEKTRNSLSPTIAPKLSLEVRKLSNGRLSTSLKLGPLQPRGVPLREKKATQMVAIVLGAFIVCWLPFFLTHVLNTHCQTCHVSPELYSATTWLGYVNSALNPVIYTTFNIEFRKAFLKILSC
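Cells plated overnight at 1500 cells/well, then exposed to library compounds with dopamine controls for 90 minutes at 37 degrees C. DiscoveRx reagent added for 30–60 minutes at room temperature; luminescence read, quantitative HTS format.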
Abeta rescue = qHTS for compounds that reverse cellular toxicity of Amyloid beta (A-beta) peptide in yeast: Primary Screen. yeast expressing A-beta42, growth rescue, OD600, 48 h; response scale: 0% DMSO, 100% iron-clioquinol control. Potency, µM (series often up to 46.1 µM), inactives show at the top dose growth rescue, most hits filed as activators. 410,000 tested, 0.063% active; note: potency is the fitted concentration of half-maximal effect; nearly all actives have a fitted effect of over 55% in size
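Growth rescue measured by 600 nm absorbance after 48 h yeast culture at 30 C with compound. Values normalized between DMSO and an equimolar ferric chloride plus clioquinol control.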
GLP1R inv ag = qHTS of GLP-1 Receptor Inverse Agonists (Inhibition Mode); HEK293 GLP-1R CRE-luciferase, luminescence, 24 h; GLP-1R form is constitutively active; Potency, µM (titrated, usually from 38.3 µM), inactives show top-dose activity change, negative = inhibition, hits mostly inhibitors; Glucagon-like peptide 1 receptor (Homo sapiens), P43220; 410,000 tested, 1.6% active; note: potency is the fitted concentration of half-maximal effect; % is set by controls: 0 for no effect and ±100 for the full control effect; nearly all actives have a fitted effect of over 55% in size
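Inverse agonism was detected as reduced cAMP-driven luciferase luminescence after 24 h compound treatment. The cells were HEK293 clones expressing constitutively active human GLP-1R with the reporter. Reporter-only and GPR119 cell lines served as counterscreen controls.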
GLP-1R agonist = qHTS of GLP-1 Receptor Agonists. Glucagon-like peptide 1 receptor (Homo sapiens), P43220. HEK293 GLP-1R CRE-luciferase, luminescence, 4-6 h; cells express a hypersensitive GLP-1R form. Potency, µM (top dose mostly 45.6 µM), for the others: top-dose activation, usual class: activators. 380,000 tested, 0.007% active; note: potency is the fitted concentration of half-maximal effect; % of control where 0% means no effect
TDP43 rescue = qHTS of TDP-43 Inhibitors. 410,000 tested, 1.8% active. Potency, µM (top dose mostly 46.1 µM), for inactives: at the top dose growth rescue (activation), usual class: activators. TDP-43 expressing yeast growth rescue, BacTiter-Glo, 24 h; note: potency is the fitted concentration of half-maximal effect; % of control where 0% means no effect; nearly all actives have a fitted effect of over 50% in size
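Galactose-induced TDP-43 yeast, OD600=0.02, compound pinned; 24 hr, 30 deg C; BacTiter-Glo luminescence for growth. Inhibitors of TDP-43 toxicity read as activators.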
pAkt inh = HTS Assay for Inhibitors of Akt Phophorylation: Primary Screen | Neuro2A IGF-stimulated pAkt S473 HTRF, 20 min; hits give low values | activity change, % for hits at 50 µM | 360,000 tested, 0.32% active; in the data active = activity change below about -80%; inconclusive = mostly about -51% to -80%; note: % is set by controls: 0 for no effect and ±100 for the full control effect
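Neuro2A cells (4,500/well, DMEM with 0.5% FBS) were treated with compound at a single 50 µM final concentration, stimulated with 6 nM IGF for 20 min at 37 °C, and lysed. Phospho-Akt Ser473 was read by HTRF as 665/615 ratio ×10^4.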
PTHR1 agonist = qHTS for PTHR1 Agonists: Primary Screen; Potency, µM (series often up to 115 µM), for the others: top-dose activation, actives largely listed as activators; 410,000 tested, 0.075% active; Parathyroid hormone/parathyroid hormone-related peptide receptor (Homo sapiens), Q03431; HEK293 GP2 PTHR1 cells, GloSensor cAMP luminescence, 1 h; AID 743266, 2014; note: potency is the fitted concentration of half-maximal effect; nearly all actives have a fitted effect of over 55% in size; some results filed as inactive show a strong effect at the top dose; inactives centre near -15; many of its hits are not listed in these tables
Target sequence (Q03431 whole entry, looked up): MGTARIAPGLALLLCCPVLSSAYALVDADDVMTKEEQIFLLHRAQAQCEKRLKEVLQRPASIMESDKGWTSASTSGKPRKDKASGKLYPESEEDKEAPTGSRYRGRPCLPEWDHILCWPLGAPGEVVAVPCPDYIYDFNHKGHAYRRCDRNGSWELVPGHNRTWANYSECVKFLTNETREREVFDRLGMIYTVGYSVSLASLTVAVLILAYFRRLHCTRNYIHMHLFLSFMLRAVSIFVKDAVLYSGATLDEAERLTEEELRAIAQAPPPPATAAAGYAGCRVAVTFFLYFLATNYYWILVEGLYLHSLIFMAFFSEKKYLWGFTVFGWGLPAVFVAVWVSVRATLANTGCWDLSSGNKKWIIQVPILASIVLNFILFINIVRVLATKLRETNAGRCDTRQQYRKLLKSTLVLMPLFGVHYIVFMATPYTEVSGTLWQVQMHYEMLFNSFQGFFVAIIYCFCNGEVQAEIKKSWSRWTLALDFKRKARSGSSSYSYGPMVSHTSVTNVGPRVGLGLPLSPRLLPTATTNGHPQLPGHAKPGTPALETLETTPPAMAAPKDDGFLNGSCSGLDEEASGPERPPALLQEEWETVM
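HEK-293-derived GP2 cells expressing PTHR1 and a GloSensor cAMP reporter, 3,000/well, plated overnight, given luciferin plus IBMX (each 0.5 mM as added) for 1 h at 37 °C, then compound for 1 h at 37 °C. Luminescence was read after 15 min at room temperature.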
aSyn rescue = qHTS of alpha-syn Inhibitors; 370,000 tested, 0.14% active; Potency, µM (titrated, usually from 46.1 µM), without a hit: at the highest dose growth rescue (activation), hits mostly activators; AID 652106, 2013; Yeast expressing alpha-synuclein, growth rescue, BacTiter-Glo, 24 h; note: potency is the fitted concentration of half-maximal effect; % of control where 0% means no effect; nearly all actives have a fitted effect of over 65% in size
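Rescue of yeast growth: cells expressing toxic alpha-synuclein, induced in galactose at OD600 0.02, incubated with compound 24 h at 30 C. ATP luminescence quantified growth; inhibitors of toxicity appear as activators.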
Active calls of the source: *; i = inactive; ? = inconclusive; nt = no result given; [ ] = dose if it differs, or a comment. Unless noted, calls come from the whole dose curve; as a rule, active = well fitted curve in the direction sought with a large enough effect; inconclusive = small, poorly fitted or top-dose-only effect, or another doubt; inactive = no such curve, though single readings can be large; an effect the other way counts as inactive or inconclusive. These rows are one share of the data; rates above refer to the full screens.

SMILES	FUS yeast rescue	D3 antag	Abeta rescue	GLP1R inv ag	GLP-1R agonist	TDP43 rescue	pAkt inh	PTHR1 agonist	aSyn rescue
CC1(C(=O)NS(=O)(=O)c2ccccc2)CCN1C(=O)c1ccccc1CCc1ccccc1 (stereo not given)	10%	-29	-5%	-33%	-1%	?	i	-3%	-5%
CC(=O)c1ccc(N2CCN(C(=O)c3ccc4c(=O)n(-c5ccccc5)c(=O)[nH]c4c3)CC2)cc1	37%	17	2%	28%	-15%	0%	i	-3%[57.5 µM]	-11%
Cc1ccc2nc(SCC(=O)N(C)C3CCS(=O)(=O)C3)[nH]c2c1 (stereo not given)	10%	-6	-9%	6%	-5%	-5%	i	-93%[inhibitor]	-4%
CCN(CC)C(=O)C1=C(C)N(Cc2ccc(OC)cc2)C(=O)C(CC(=O)NCc2cccc3ccccc23)C1 (stereo not given)	42%	?	7%	?	-4%	5%	i	i	?
Cc1ccc(C)c(N2CCN(CC(=O)Nc3ccc4[nH]c(=O)[nH]c4c3)CC2)c1	-15%	18	4%	8%	0%	12%	i	i	0%
Cc1nc(-c2ccccc2)sc1-c1nnc(C2CC2)o1	13%	3	-18%	19%	16%	25%	i	i	0%
O=C(NCCc1ccc(F)cc1)C(=O)NCC(c1cccs1)S(=O)(=O)c1ccc(F)cc1 (stereo not given)	5%	nt	9%	?	nt	26%	nt	-29%	nt
O=C(CSc1nc2ccc(Nc3nc(N4CCOCC4)nc(N4CCOCC4)n3)cc2s1)N1CCOCC1	5%	11	-1%	14%	-2%	4%	i	i	-4%
O=C(C[C@@H]1C[C@@H]2c3cc(NC(=O)C4CCC4)ccc3O[C@@H]2[C@@H](CO)O1)NCc1ccc(Cl)cc1	-10%	0	-7%	15%	-2%	-17%	i	-4%	-3%
N#Cc1ccc(S(=O)(=O)N2CCC(C(=O)Nc3cccc(C(=O)NC4CC4)c3)CC2)cc1	15%	7	4%	3%	4%	8%	i	-44%[inhibitor]	11%[1.84 µM]
O=C1N(Cc2ccc(F)cc2Cl)c2ccccc2C12OCCCO2	nt	7	-10%	?	7%	16%	i	-10%	-15%
CC(C)CCNC1=CC(=O)CC(c2ccccc2)C1 (stereo not given)	nt	-6	3%	-12%	-3%	-4%	i	i	0%
CCc1nc2ccc(C(=O)N3CCCC(C(N)=O)C3)cn2c1N(C)Cc1ccc(OC)cc1 (stereo not given)	-29%	19	-12%	18%	-1%	21%	i	-25%	-4%
CCCCNC(=O)c1ccccc1SCC(=O)NC1CCCCCCC1	24%	-13	11%	-27%	2%	23%	i	-47%[inhibitor]	-1%
CCN(CCO)Cc1csc2ccccc12	9%	-14	3%	-8%	1%	16%	i	i	5%
O=C(CSc1nnc2ccccn12)N1CCOCC1	-15%	-19	15%	63%[activator]	-8%	-13%	i	i	7%
C=CC[C@@H](CC(=O)OC(C)(C)C)C(=O)OC[C@H]1CCCN1C(=O)[C@@H](CC=C)CC(=O)N(CCO)Cc1ccccc1	?	?	7%	?	6%	8%	i	-11%	2%
Cc1ccc(C(=O)NNC(=O)c2ccccc2)cc1S(=O)(=O)N1CCCCC1	9%	24	-11%	-25%	-8%	11%	i	-15%	-1%
C=CCn1c(SCc2nc3ccccc3[nH]2)nnc1-c1ccccn1	31%	4	22%	0%	1%	11%	i	-18%[57.5 µM]	-1%
CS(=O)(=O)N1CCCC(C(=O)Nc2c(F)cccc2F)C1 (stereo not given)	3%	16	3%	8%	-2%	-2%	i	i	-2%
O=C(Cc1c(O)c2ccccc2[nH]c1=O)NCc1cccc(F)c1	20%	15	1%	0%	8%	-9%	i	i	1%
CCC(CC)C(=O)Nc1cc(=O)n(C)c(=O)n1C	-20%	-2	10%	4%	3%	4%	i	i	6%
COc1ccc(C(=O)Nc2ccccc2-c2nnn(CC(=O)Nc3ccc4c(c3)OCCO4)n2)cc1	nt	39	2%	0%	-1%	4%	i	-2%	2%
Cc1cccc(OCC(=O)Nc2nnc(-c3ccco3)s2)c1	9%	1	-3%	20%	-1%	-3%	i	-12%	-4%
COc1cc2sc(-c3ccccc3OC)c(-c3ccc(OCCN4CCCCC4)cc3)c2cc1OC	?	?	6%	?	1%	-1%	i	i	-16%
N#Cc1ccccc1S(=O)(=O)N1CCN(C(=O)C2CC(=O)N(c3ccc4c(c3)OCCO4)C2)CC1 (stereo not given)	nt	?	-14%	-5%	13%	10%	i	-6%	-4%
COc1cc(C(=O)NCC(=O)N/N=C(C)\C=C\c2ccccc2)cc(OC)c1OC	23%	1	2%	-3%	10%	-3%	i	i	2%
Cc1ccc(C2=[N+]([O-])C3(CCCCC/C3=N\O)N(O)C2(C)C)o1 (stereo not given)	-21%	-21	-4%	2%	7%	1%	i	i	-7%
CCCCCCOC(=O)C1=C(C)NC(=O)NC1c1ccc(O)cc1 (stereo not given)	0%	-14	1%	1%	16%	8%	i	-2%	-4%
Cc1ccc(C)c(S(=O)(=O)N2CCC3(CC2)OCCO3)c1	1%	2	8%	-12%	-6%	-4%	i	?	19%
COCCCN1C(=O)c2ccc(C(=O)Nc3ccccc3Cl)cc2C1=O	-38%	6	9%	17%	0%	0%	i	-30%	-7%
Cn1c(-n2c(-c3ccco3)nc3ccccc3c2=O)nc2ccccc21	27%	9	-36%[inhibitor]	12%	3%	?	i	-14%[57.5 µM]	-2%
CCOC(=O)c1c(C)oc2ccc(N(C(=O)c3ccncc3)S(=O)(=O)c3ccc(F)cc3C)cc12	?	nt	17%	?	nt	26%	nt	-42%[inhibitor]	nt
COc1cc(OC)nc(C(NC(=O)C2CCN(Cc3ccc(Oc4ccccc4)cc3)CC2)c2ccccc2C)n1 (stereo not given)	18%	-28	4%	?	2%	17%	i	-3%	-16%
NC(=O)Nc1ccc(C(=O)OCC(=O)Nc2cccc(S(=O)(=O)NC3=NCCCCC3)c2)cc1	-11%	3	5%	-1%	-3%	4%	i	i	-2%
CCOC(=O)[C@H]1[C@H]2COc3ccc(Br)cc3[C@@H]2N2C(=O)CN(CC3CCCO3)C(=O)[C@@]12C (stereo not given in full)	21%	-18	-17%	16%	-3%	-17%	i	i	-2%
COc1cc(C(=O)Nc2sc3c(c2C#N)CCCC3)c(Br)c(OC)c1OC	-3%	nt	-19%	?	nt	5%	nt	-2%	nt
CC(OC(=O)c1cc(=O)[nH]c2ccccc12)C(=O)Nc1ccc(Cl)cn1 (stereo not given)	nt	-16	1%	4%	0%	9%	i	-14%	-5%
O=C(OC1CCOC1=O)c1cccc(S(=O)(=O)Nc2cccc(Cl)c2)c1 (stereo not given)	-2%	6	7%	0%	-10%	9%	i	-12%	9%
COc1ccc(CN2CCN(Cc3ccc(Br)cc3)CC2)c(OC)c1OC	-10%	?	-23%	?	-3%	-4%	i	-72%[inhibitor]	-3%
Cc1ccc(Nc2nc3ccccc3c3nncn23)cc1C	1%	nt	-18%	13%	nt	?	nt	-13%	nt
CCOc1ncccc1C(=O)Nc1cc(S(=O)(=O)N(CC)CC)ccc1N1CCOCC1	39%	8	9%	34%[activator]	?	?	i	-15%	-8%
O=C(c1ccccc1)[C@@H]1[C@@H](C(=O)c2ccc(F)cc2)[C@@]2(C(=O)Nc3ccccc32)[C@H]2c3ccccc3C=CN12	?	?	20%	?	-8%	-4%	i	i	1%
Cc1cc(C)n(CC(=O)N2CCc3ccccc32)c(=O)c1C#N	42%	-23	-6%	6%	3%	-24%	i	i	-22%

Reprinted from the results shown, six compounds:
SMILES	FUS yeast rescue	D3 antag	Abeta rescue	GLP1R inv ag	GLP-1R agonist	TDP43 rescue	pAkt inh	PTHR1 agonist	aSyn rescue
CC1(C(=O)NS(=O)(=O)c2ccccc2)CCN1C(=O)c1ccccc1CCc1ccccc1 (stereo not given)	10%	-29	-5%	-33%	-1%	?	i	-3%	-5%
CC(=O)c1ccc(N2CCN(C(=O)c3ccc4c(=O)n(-c5ccccc5)c(=O)[nH]c4c3)CC2)cc1	37%	17	2%	28%	-15%	0%	i	-3%[57.5 µM]	-11%
Cc1ccc2nc(SCC(=O)N(C)C3CCS(=O)(=O)C3)[nH]c2c1 (stereo not given)	10%	-6	-9%	6%	-5%	-5%	i	-93%[inhibitor]	-4%
CCN(CC)C(=O)C1=C(C)N(Cc2ccc(OC)cc2)C(=O)C(CC(=O)NCc2cccc3ccccc23)C1 (stereo not given)	42%	?	7%	?	-4%	5%	i	i	?
Cc1ccc(C)c(N2CCN(CC(=O)Nc3ccc4[nH]c(=O)[nH]c4c3)CC2)c1	-15%	18	4%	8%	0%	12%	i	i	0%
Cc1nc(-c2ccccc2)sc1-c1nnc(C2CC2)o1	13%	3	-18%	19%	16%	25%	i	i	0%
